Assay outcomes as filed in PubChem.
KCNQ2 inh = KCNQ2 potassium channel inhibitors, primary screen, cell-based, CHO-K1, FluxOR thallium flux, B-score (AID 2156); O88943; 20 min; hits give low values; B-score at 10 µM; 1.1% of 310,000 active;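 active = fluorescence ratio B-score at most minus 3 library SDs, with starting brightness B-score within 2 library SDs, cut at about -5.5 in these data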
Target sequence (O88943 whole entry, looked up): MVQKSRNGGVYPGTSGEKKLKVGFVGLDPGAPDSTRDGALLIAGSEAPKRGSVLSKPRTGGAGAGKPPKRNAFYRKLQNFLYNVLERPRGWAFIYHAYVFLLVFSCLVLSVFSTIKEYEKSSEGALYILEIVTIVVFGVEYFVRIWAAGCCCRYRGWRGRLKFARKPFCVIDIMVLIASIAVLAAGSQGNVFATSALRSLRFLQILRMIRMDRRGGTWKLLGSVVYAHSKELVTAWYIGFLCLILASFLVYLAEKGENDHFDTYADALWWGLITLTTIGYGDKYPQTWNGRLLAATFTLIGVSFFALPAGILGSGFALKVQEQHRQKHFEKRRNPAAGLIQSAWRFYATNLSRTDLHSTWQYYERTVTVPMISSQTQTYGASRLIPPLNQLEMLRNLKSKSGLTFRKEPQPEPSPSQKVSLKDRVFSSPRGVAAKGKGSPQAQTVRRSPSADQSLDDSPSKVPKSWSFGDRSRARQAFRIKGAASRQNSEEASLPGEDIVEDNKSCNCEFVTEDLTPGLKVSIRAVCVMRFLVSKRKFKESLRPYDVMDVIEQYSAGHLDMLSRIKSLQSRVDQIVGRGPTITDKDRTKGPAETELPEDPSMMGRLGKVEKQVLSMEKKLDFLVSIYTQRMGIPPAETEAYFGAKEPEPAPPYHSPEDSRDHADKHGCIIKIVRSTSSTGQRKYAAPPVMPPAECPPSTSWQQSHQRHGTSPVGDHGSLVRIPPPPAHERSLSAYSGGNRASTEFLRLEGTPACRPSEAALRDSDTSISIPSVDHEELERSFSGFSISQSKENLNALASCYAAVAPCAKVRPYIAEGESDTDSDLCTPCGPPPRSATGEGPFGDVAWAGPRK
CHT inh = inhibits the human high affinity choline transporter | Q9GZV3 | CHT-expressing cells, membrane potential dye, choline response; hits give low values | B-score at 10 µM | 0.86% of 310,000 active;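 active = B-score over 3 SD under the library average, and starting fluorescence ratio not unusually high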;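 also: choline stimulus applied at its EC90 after an EC20 pre-addition; B-score computed on integrated fluorescence ratio after choline addition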
The depositor's hits bear a star; i = inactive; . = no result given. Rows are unselected; any-hit rate near 1.9%.

SMILES	KCNQ2 inh	CHT inh
C=CCn1c(SCC(=O)N2CCCC2)nc2cc(C(=O)NCC3CCCO3)ccc2c1=O (configuration not stated)	i	i
c1cc2c(cc1CN1CCOCC1)OCO2	i	i
O=C1CSC(c2ccc([N+](=O)[O-])cc2)N1CCN1CCCCC1 (configuration not stated)	i	i
CN(C)S(=O)(=O)c1cccc(NC(=S)N/N=C/c2ccc(O)c(O)c2O)c1	i	.
COc1cc(/C=N/NC(=O)c2ccncc2)ccc1Oc1ccc([N+](=O)[O-])cn1	i	i
CC1(C)CC(=O)C=C(c2cccc3c2oc2ccccc23)C1	i	i
NC(=O)C1CCN(C(=O)CCSc2ccc(Cl)cc2)CC1	i	i
COc1ccc(C2C(C#N)=C(N)Oc3c2oc(CO)cc3=O)cc1 (configuration not stated)	i	i
COc1ccc(CCNC(=O)CCS(=O)(=O)c2ccc3c(c2)CCN3C(C)=O)cc1OC	i	i
N#C/C(=C\c1cn(-c2ccccc2)nc1-c1cc2ccccc2o1)c1nc2ccccc2[nH]1	i	i
Cc1ccc(S(=O)(=O)O/N=C2/CCCc3occc32)cc1	i	i
CC(C)c1cc(C(F)(F)F)n2nc(C(=O)O)cc2n1	i	i
CN(C)c1ccc(/C=N\S(=O)(=O)c2ccccc2)cc1	i	i
CN(C)S(=O)(=O)c1ccc(C(=O)N2CCN=C2SCc2ccccc2)cc1	i	i
Cc1onc(-c2c(Cl)cccc2Cl)c1NC(=O)NNc1ccccc1	i	i
COc1ccc(/C=N/NC(=O)c2ccc3nc[nH]c3c2)c(OC)c1	i	i
COc1ccc(C(=O)NC(=S)Nc2ccc(S(=O)(=O)Nc3cc(OC)nc(OC)n3)cc2)cc1	i	i
C=CCn1c(SCC(=O)c2ccccc2)nnc1-c1ccc2c(c1)OCO2	.	i
CC1CCN(CC(=O)Nc2ccc(S(=O)(=O)NC3CC3)cc2)CC1	i	i
CC(OC(=O)Cc1ccccc1[N+](=O)[O-])C(=O)Nc1ccc(Cl)cn1 (configuration not stated)	i	i

The closing 6 records of the part before are carried over, then new ones follow.
SMILES	KCNQ2 inh	CHT inh
Cc1onc(-c2c(Cl)cccc2Cl)c1NC(=O)NNc1ccccc1	i	i
COc1ccc(/C=N/NC(=O)c2ccc3nc[nH]c3c2)c(OC)c1	i	i
COc1ccc(C(=O)NC(=S)Nc2ccc(S(=O)(=O)Nc3cc(OC)nc(OC)n3)cc2)cc1	i	i
C=CCn1c(SCC(=O)c2ccccc2)nnc1-c1ccc2c(c1)OCO2	.	i
CC1CCN(CC(=O)Nc2ccc(S(=O)(=O)NC3CC3)cc2)CC1	i	i
CC(OC(=O)Cc1ccccc1[N+](=O)[O-])C(=O)Nc1ccc(Cl)cn1 (configuration not stated)	i	i
CCCCOn1c(C)c(C(=O)OCC)c2c3no[n+]([O-])c3ccc21	i	i
COc1ccc(CNC(=O)CCC(=O)N2CCN(C(C)=O)CC2)cc1	i	i
O=c1sc2ccccc2c(N2CCOCC2)c1[N+](=O)[O-]	i	i
O=C(O)CCCn1cc(NC(=O)COc2ccccc2F)cn1	i	i
CC(C)CNC(=O)c1cnn2c(C(F)(F)F)cc(C(F)(F)F)nc12	i	i
NNC(=O)CSCc1ccc(Cl)cc1Cl	i	i
CCOc1ccccc1C1NC(=O)NC(C)=C1C(=O)OCc1ccccc1 (configuration not stated)	i	i
Nc1cc([N+](=O)[O-])ccc1Nc1ccc(O)cc1	i	i
CCOc1ccc(S(=O)(=O)N2CCN(C(=O)c3cccnc3)CC2)cc1	i	i
CC(C)c1ccc(C2(O)C(=O)Nc3cc(Br)ccc32)c(O)c1 (configuration not stated)	i	i
CCN(CC)S(=O)(=O)c1ccc(C)c(NC(=O)CSc2ncc(C(F)(F)F)cc2Cl)c1	i	i
Clc1ccc(SCCCCn2cncn2)cc1	i	i
CC1(C)Cc2ccccc2C2=C(C(=O)N3CCCCCC3)C(=O)C(=O)N21	i	i
Cc1cccc(Cl)c1NC(=S)NN	i	i
COCCn1c(C)cc(C2=NNC(=NC(C)(C)C)SC2)c1C	i	i
Cc1ccc(C)c(Oc2ncnc(N)c2[N+](=O)[O-])c1	i	i
S=C(c1ccc(Cl)cc1)N1CCN(Cc2ccccc2)CC1	i	i
Cc1ccc(C(=O)N(CCC2=CCCCC2)c2c(N)n(Cc3ccccc3)c(=O)[nH]c2=O)o1	i	i
Cc1sccc1C1C(C#N)=C(N)SC(N)=C1C#N	i	i
COc1ccc2cc(C(C)C(=O)O)ccc2c1 (configuration not stated)	.	i

Full records from above. Values in the order: KCNQ2 inh | CHT inh
Listed for `Cc1cccc(Cl)c1NC(=S)NN` : i | i
Listed for `COc1ccc(CNC(=O)CCC(=O)N2CCN(C(C)=O)CC2)cc1` : i | i
Listed for `S=C(c1ccc(Cl)cc1)N1CCN(Cc2ccccc2)CC1` : i | i

Carrying on.
SMILES	KCNQ2 inh	CHT inh
Nc1nc(CSc2ncccn2)nc(Nc2ccccc2)n1	i	i
COc1ccccc1-n1cc(-c2ccccc2)[nH]c1=S	i	i
O=C(CSc1nc2ccccc2s1)Nc1cc(C(=O)O)cc(C(=O)O)c1	i	i
Cc1ccc(S(=O)(=O)NCCCn2ccnc2)cc1	i	i
Cc1cc(C)cc(N(CC(=O)Nc2ccccc2-c2ccccc2)S(=O)(=O)c2ccccc2)c1	i	i
O=C(NCCCN1CCN(c2ccccc2F)CC1)C1CC(=O)N(C2CCCC2)C1 (configuration not stated)	i	i
CCC(=O)NC(=S)Nc1ccc(NC(=O)c2cc3ccccc3o2)c(OC)c1	i	i
O=C(CN1CCN(S(=O)(=O)c2ccc(Br)cc2)CC1)N/N=C/c1ccc(Br)s1	i	i
O=C1C=C(NC2CCCC2)CC(c2ccccc2)C1 (configuration not stated)	i	i
O=C(NC1CCCCC1)Nn1c(-c2ccccc2)nc2ccccc2c1=O	i	i
CC(NCC(O)COc1ccc(S(=O)(=O)N2CCOCC2)cc1)c1ccccc1 (configuration not stated)	i	i
O=C(CSc1ncccn1)NCc1ccc2c(c1)OCO2	i	i
CCOc1ccc(C(c2c(O)nc(SC)n(C)c2=O)c2c(O)nc(SC)n(C)c2=O)cc1	i	i
Cc1ccc(C(=O)NNC(=O)Cn2nnc3ccccc32)cc1	i	i
COCCCN(Cc1ccco1)C(=O)CSc1nc2ncccc2[nH]1	i	i
CC(=O)Nc1ccc(S(=O)(=O)N(Cc2ccccc2)c2ccccc2)cc1	i	i
O=C(Nc1ccc([N+](=O)[O-])cc1)Nc1ccon1	i	i
COCCN1Cc2cccc(C(=O)NC3CCCCCC3)c2C1=O	i	i
Cc1ccc[n+](C(C)C(=O)c2ccc(Cl)cc2)c1 (configuration not stated)	i	i
[O-]/[N+](=C\c1cccc(Br)c1)c1ccccc1	i	i

Rewritten with each value named: entries from further up
molecule: COCCCN(Cc1ccco1)C(=O)CSc1nc2ncccc2[nH]1
  KCNQ2 inh = i
  CHT inh = i

molecule: CC(=O)Nc1ccc(S(=O)(=O)N(Cc2ccccc2)c2ccccc2)cc1
  KCNQ2 inh = i
  CHT inh = i

molecule: O=C(Nc1ccc([N+](=O)[O-])cc1)Nc1ccon1
  KCNQ2 inh = i
  CHT inh = i

molecule: COCCN1Cc2cccc(C(=O)NC3CCCCCC3)c2C1=O
  KCNQ2 inh = i
  CHT inh = i

(list continues)
SMILES	KCNQ2 inh	CHT inh
COc1cccc(N2CCN(CC(=O)Nc3nc4c(s3)CC(C)CC4)CC2)c1 (configuration not stated)	i	i
CCN1CCN(c2cc(C)c3cc(NC(=S)N4CCN(c5ccccc5)CC4)ccc3n2)CC1	i	i
CCOCC(=O)Nc1ccc(C(=O)Nc2ccccc2Cl)cc1	i	i
CC(Nc1ccc(F)cc1)=[N+](C)CCNS(=O)(=O)c1ccc(Cl)cc1	i	i
O=C(CCc1n[nH]c(=O)[nH]c1=O)N/N=C/c1ccc(Br)o1	i	i
COC(=O)c1cccc([N+](=O)[O-])c1CN1CCCC(C(N)=O)C1 (configuration not stated)	i	i
COc1cccc(C(=O)Nc2ccc(NC(=O)c3cc4ccccc4o3)c(OC)c2)c1	i	i
CCOC(=O)CNS(=O)(=O)c1cc(-c2nn(C)c(=O)c3ccccc23)ccc1C	i	i
CCN(CC)CCNC(=O)c1ccc(NC(=O)c2c(C)nn(-c3ccc(F)cc3)c2Cl)cc1	i	i
O=C(c1cc(-c2ccc(Cl)s2)nc2ccccc12)N1CCOCC1	-6*	i
CSc1nc2c(C)c(C)c(C)c(C)c2[nH]1	i	i
CCOC(=O)c1ccc(NS(=O)(=O)c2cc(C)ccc2OC)cc1	i	i
CCC(C)(C)n1nnnc1C(c1ccc(O)c(OC)c1)N1CCN(c2nc3ccccc3s2)CC1 (configuration not stated)	i	i
CC(C)NC(=O)CC(=O)N/N=C\c1ccccc1C(=O)O	i	i
C=CCn1c(SCC(C)=O)nnc1-c1ccc2ncccc2c1	i	i
COc1cc2[nH]c(=O)n(Cc3ccc(C(=O)NC4CCCC4)cc3)c(=O)c2cc1OC	i	i
CC(C)OP(=O)(c1ccc(N(C)C)cc1)C(O)c1ccc(Br)cc1 (configuration not stated)	i	i
CCOC(=O)C1=C(N)Oc2cc(O)ccc2C1c1cccc([N+](=O)[O-])c1 (configuration not stated)	i	i
Cc1ccc(/C=N/NC(=O)CSc2nc3ccccc3c(=O)n2-c2ccccc2C)s1	i	i
CCc1nc(SCC(=O)Nc2c(C)nn(C)c2C)c2cnn(-c3ccccc3)c2n1	i	.
CC1CCCC(C)N1C(=O)c1cc(-c2cccs2)on1 (configuration not stated)	i	i
CCCN1CCC(=O)N(CCSc2ccc(C)cc2)CC1	i	.
COc1ccc(-c2cc3ccccc3n2CC(O)CN2CCOCC2)cc1 (configuration not stated)	i	i
COCCOC1CCN(C(=O)c2ccc(OC)c(OC3CCN(C(C)C)CC3)c2)CC1	i	i
CCn1cc(S(=O)(=O)CC(=O)Nc2ccc3c(c2)OCO3)c2ccccc21	i	i
O=C1NCC(c2ccccc2)C1C(=O)N/N=C\c1ccc(-c2ccc(Cl)c(Cl)c2)o1 (configuration not stated)	i	i
COc1ccccc1CCNS(=O)(=O)c1cc2c3c(c1)CCN3C(=O)CC2	i	i
CCOc1ccc(NC(=O)C(=S)NC2CCCCC2)cc1	i	i
CCOc1ccc(NC(=O)CN2C(=O)COc3ccc(S(=O)(=O)N4CCCCC4)cc32)cc1	i	i
CC1C(=O)CCN(C(C)C)C1C (configuration not stated)	i	i
C/C=C/C(=O)OCC(=O)Nc1ccc(SC(F)F)cc1	i	i
CCOC(=O)c1c(C)c(C(=O)Nc2cc(OC)ccc2OC)c(C)n1CC	i	i
Cc1ccc(NCC(=O)Nc2cccc(S(=O)(=O)N(C)C)c2)cc1S(=O)(=O)N1CCCCCC1	i	i
N#Cc1c(NC(=O)C2CC(c3ccccc3O)=NO2)sc2c1CCC2 (configuration not stated)	i	i
CCC(C)Sc1nc2c(c(=O)n1C)SC(C)C2 (configuration not stated)	i	i
CC(C(=O)O)n1cc(Cl)cn1 (configuration not stated)	i	i
CCOC(=O)C1C(=O)C(C(C)=O)C(=O)CC1CC(C)SCC (configuration not stated)	i	i
CN(Cc1ccc(Cl)cc1Cl)C(=O)c1cccc(S(=O)(=O)N2CCN(c3ccccc3)CC2)c1	i	i
Cc1ccc(CNC(=O)c2ccc(NS(=O)(=O)c3c(C)noc3C)cc2)cc1	i	i
COc1cc(/C=C2/C(=O)NN(c3ccc(Cl)cc3)C2=O)cc(Br)c1O	i	i
C=C(C)CSc1nnc(-c2ccccc2)n1N	i	i
COc1ccc(C2CC(c3ccc(OC)cc3)n3nc(NC(=O)c4cccs4)nc3N2)cc1 (configuration not stated)	i	i
Cc1nn(CC#N)c(=O)n1-c1ccccc1	i	i
COc1ccc(NC(=O)C2CCN(S(=O)(=O)c3cccnc3)CC2)cc1Cl	i	i
Oc1ccccc1C=NC1CCCCC1N=Cc1ccccc1O (configuration not stated)	i	i
CCOC(=O)C1=C(C)Nc2nc3ccccc3n2C1c1ccncc1 (configuration not stated)	i	i
Cc1onc(-c2ccccc2Cl)c1C(=O)Nc1ccccc1C(=O)NC(C)C	i	i
CN(c1ccccc1)S(=O)(=O)c1ccc(C(=O)OCC(=O)N2CCOCC2)cc1	i	i
O=C(NNC(=S)Nc1ccccc1)Nc1ccccc1	i	i
COc1ccc(CNC(=O)COC(=O)CCOc2ccccc2)cc1	i	i
Cc1cccc(NC(=S)N2CCN(S(=O)(=O)c3cccc(F)c3)CC2)c1	i	i
O=C(COc1ccccc1)Nc1nnc(-c2ccccc2)o1	i	i
CCOc1ccc(S(=O)(=O)Nc2cccc(Cl)c2)cc1	i	i
CCCCCCn1c(CN2CCCCC2C)nc2c1c(=O)n(C)c(=O)n2C (configuration not stated)	i	i
CC(C)CC(CO)N1CCN(C(=O)c2ccccc2)CCC1=O (configuration not stated)	i	i
COc1cccc(CNC(=O)CCSCc2ccccc2F)c1	i	i
COc1ccc(C(=O)NNC(=O)CSc2nnc(COc3ccccc3OC)n2C)cc1	i	i
Cc1ccc(NC(=O)Cc2ccccc2)c(C)c1	i	i
S=c1nc2ccccc2c2nc(-c3ccccc3Br)[nH]n12	i	i
CCOc1ccc(S(=O)(=O)NCCC(=O)NCCCSc2ccccc2)cc1	i	i

(list continues)
SMILES	KCNQ2 inh	CHT inh
O=C(CCC(=O)N1CCOc2ccccc21)NCCCc1ccccc1	i	i
CC(=O)N1CCC(N(C(=O)Nc2c(F)cccc2F)C(C)C)CC1	i	i
COc1ccc(CCNC(=O)CSc2nnc3ccc(-c4ccccn4)nn23)cc1OC	i	i
CCOC(=O)C1C(=O)N(C(=O)c2ccc(OC)cc2)CC1c1ccccc1 (configuration not stated)	i	i
C=CCC(CC=C)(NC(=O)c1ccccc1C)c1ccccc1	i	i
CCc1nnc(NC(=O)c2sc3nc4cc(C)ccc4cc3c2N)s1	i	i
C[n+]1ccn(CC(=O)c2ccc(Cl)cc2)c1	i	i
COc1ccc(N2CCN(C(=O)c3ccc(CNS(=O)(=O)c4cccc(OC)c4)cc3)CC2)cc1	i	i
